Screening data from PubChem.
HT1080 IDH1KD tx: kills HT-1080 cells with IDH1 knockdown | HT-1080 IDH1 knockdown viability, ATP luminescence, 48 h | Potency, µM (top dose mostly 46.1 µM), for inactives: at the top dose activity, negative = toxicity, actives largely listed as cytotoxic | actives 2% (n = 360,000);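 also: 0% = DMSO wells and -100% = cell-free medium wells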
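Assay cells: HT-1080 with IDH1 knockdown, 750 per well, RPMI/5% FBS. Exposure: 48 h at 37 °C following 2 h pre-incubation. Read: CellTiter-Glo luminescence; fitted concentration-response, curve class assigned.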
HT1080NT lethal: kills 2HG-producing HT-1080-NT fibrosarcoma cells; Potency, µM (doses to about 46.1 µM), for inactives: at the highest dose activity, negative = less viability, actives largely listed as cytotoxic; actives 1.6% (n = 360,000); HT-1080-NT fibrosarcoma viability, CellTiter-Glo ATP luminescence, 48 h;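 also: NT is the 2HG producing partner of a matched IDH1 knockdown line; 0% = DMSO-treated cells and -100% = media-only wells without cells; nearly all actives have a fitted effect of over 55% in size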
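Compounds were tested in concentration-response format on HT-1080-NT cells for 48 hours at 37 degrees C. Cell viability came from CellTiter-Glo luminescence; curves were classified by r2, response magnitude and activity.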
GLP-1R inv ag: inverse agonists of human GLP-1 receptor | P43220 | HEK293 GLP-1R CRE-luciferase, luminescence, 24 h; GLP-1R form is constitutively active | Potency, µM (top dose mostly 38.3 µM), for the others: at the highest dose activity change, negative = inhibition, usual class: inhibitors | actives 1.6% (n = 410,000) | AID 624417; also: % is scaled to controls: 0 for no effect and ±100 for the full control effect; nearly all actives have a fitted effect of over 55% in size
Target sequence (P43220 whole entry, looked up): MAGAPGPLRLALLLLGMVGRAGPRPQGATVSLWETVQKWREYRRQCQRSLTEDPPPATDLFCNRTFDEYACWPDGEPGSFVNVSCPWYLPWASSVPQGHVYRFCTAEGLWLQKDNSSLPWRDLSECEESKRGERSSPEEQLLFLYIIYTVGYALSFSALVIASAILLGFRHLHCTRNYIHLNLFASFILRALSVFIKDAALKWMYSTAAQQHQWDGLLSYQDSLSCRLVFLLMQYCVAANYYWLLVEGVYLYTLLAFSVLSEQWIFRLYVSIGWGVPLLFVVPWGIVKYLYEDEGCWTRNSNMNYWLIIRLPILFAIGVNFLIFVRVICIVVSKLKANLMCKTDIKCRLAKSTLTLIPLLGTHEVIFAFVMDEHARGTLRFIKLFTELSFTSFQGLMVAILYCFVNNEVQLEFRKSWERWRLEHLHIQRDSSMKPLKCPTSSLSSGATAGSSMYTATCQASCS
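Using stably transfected HEK293 (constitutively active GLP-1R, cAMP-luciferase reporter), compounds were incubated 24 hr and luciferase measured by luminescence.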
KB-3-1 cytotox: KB-3-1 parental cell cytotoxicity. KB-3-1 viability, CellTiter-Glo ATP luminescence, 72 h. Potency, µM (titrated, usually from 46.1 µM), for the others: top-dose activity change, negative = cytotoxic, actives largely listed as cytotoxic. actives 1.4% (n = 400,000). AID 1347075; also: % is scaled to controls: 0 for no effect and ±100 for the full control effect; nearly all actives have a fitted effect of over 60% in size
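Parental KB-3-1 viability, qHTS format: 72 h compound exposure, 37 °C; CellTiter-Glo; media-only wells and DMSO plates as controls; concentration-effect fits on corrected data.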
KB-V1 MDR tox: kills drug-selected multidrug resistant KB-V1 cells; KB-V1 MDR cells viability, CellTiter-Glo, 72 h; Potency, µM (top dose mostly 46.1 µM), inactives show at the highest dose activity change, negative = cytotoxicity, usual class: cytotoxic; actives 3.4% (n = 400,000); AID 1347076; also: % is scaled to controls: 0 for no effect and ±100 for the full control effect; nearly all actives have a fitted effect of over 60% in size
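Readout: CellTiter-Glo luminescence, 10 min after addition. Cells: KB-V1 MDR subline, 72 h at 37 degrees C with compound. Analysis: corrected, normalized data fitted to concentration-effect curves.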
HEK293 tox: cytotoxicity in counter-screen for GLP-1R inverse agonists. HEK293 cAMP-luciferase reporter cells, luminescence, 24 h. Potency, µM (highest dose often 38.3 µM), for the others: at the top dose activity change, negative = inhibition, usual class: inhibitors. actives 0.13% (n = 410,000);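 also: loss of luciferase light is scored as toxicity; % is scaled to controls: 0 for no effect and ±100 for the full control effect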
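MLSMR compounds, 24 hr on cells at 37 deg C/5% CO2; luminescence after luciferase reagent (12 min RT). Inhibition counted as the undesired cytotoxic outcome.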
SW480 rerep: induces DNA re-replication in SW480 colon adenocarcinoma cells. actives 1.8% (n = 340,000). Potency, µM (series often up to 46.1 µM), for the others: top-dose re-replication activation, most hits filed as activators. SW480 DNA re-replication, Hoechst DNA content imaging, 48 h; also: % of control where 0% means no effect; nearly all actives have a fitted effect of over 55% in size
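Image-based read-out: total Hoechst fluorescence of nuclei (405 nm excitation, 500-530 nm emission), with hits raising the fraction of high-intensity nuclei. SW480 colon cells incubated 48 hr with compounds at 37 C.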
TDP43 rescue: rescues yeast growth from TDP-43 toxicity; actives 1.8% (n = 410,000); TDP-43 expressing yeast growth rescue, BacTiter-Glo, 24 h; Potency, µM (top dose mostly 46.1 µM), without a hit: at the top dose growth rescue (activation), most hits filed as activators; also: % of control where 0% means no effect; nearly all actives have a fitted effect of over 50% in size
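Yeast expressing TDP-43 (pregrown in raffinose, seeded at OD600=0.02 in galactose medium) exposed to compounds 24 hr at 30 deg C. Growth read by BacTiter-Glo luminescence; rescue of toxicity appears as increased signal.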
GLP-1R agonist: agonists of human GLP-1 receptor. P43220. HEK293 GLP-1R CRE-luciferase, luminescence, 4-6 h; cells express a hypersensitive GLP-1R form. Potency, µM (doses to about 45.6 µM), inactives show at the top dose activation, usual class: activators. actives 0.007% (n = 380,000); also: % of control where 0% means no effect
* hit, by the source's call; u = inconclusive; x = not tested or not shown; [ ] = dose if it differs, or a comment. Calls follow the shape of the dose curve; as a rule, active = well fitted curve in the direction sought with a large enough effect; inconclusive = small, poorly fitted or top-dose-only effect, or another doubt; inactive = no such curve, though single readings can be large; an effect the other way counts as inactive or inconclusive. Potency is read from the fitted curve at half-maximal effect. No enrichment for hits, and some 9.4% of all compounds hit somewhere here.

Compound | HT1080 IDH1KD tx | HT1080NT lethal | GLP-1R inv ag | KB-3-1 cytotox | KB-V1 MDR tox | HEK293 tox | SW480 rerep | TDP43 rescue | GLP-1R agonist
O=C(CCN1C(=O)C2C3C=CC(C3)C2C1=O)Nc1ccc(F)cc1 (stereo not drawn) | -4% | 3% | 10% | -1% | 0% | 10% | 0% | -3% | -6%
Cc1cccc(NC(=O)CSCC(=O)Nc2sccc2C#N)c1 | 0% | 1% | -24% | 14% | u | -7% | -1% | 15% | -11%
CCCc1cc(C(=O)Nc2sc(C)c(CC)c2C#N)no1 | -9% | -4% | -32% | -17% | 1% | 2% | 1% | u | 0%
COc1cc(C2c3c(oc4ccc(C)cc4c3=O)C(=O)N2Cc2ccc(F)cc2)ccc1O (stereo not drawn) | x | x | 10% | 12% | 3% | -2% | x | 5% | x
CCCCN(CC)S(=O)(=O)c1ccc(C(=O)Nc2nnc(COC)o2)cc1 | u | u | -21% | u | -25% | -11% | -21% | 13% | -9%
CSc1cccc(N2CC(C(=O)Nc3ccccc3N3CCCC3)CC2=O)c1 (stereo not drawn) | 1% | -1% | u | -1% | 0% | -5% | 2% | -11% | -3%
Cc1ccc(NC(=O)CCNC(=O)c2ccc([N+](=O)[O-])cc2)cc1S(=O)(=O)N1CCOCC1 | -3% | -2%[9.24 µM] | 77%[activator] | -1% | -23% | -8% | u | -23% | 1%
CCCCCCCCCCCCN1[C@@H](CC(C)=O)c2cc(F)cc(F)c2S1(=O)=O | -1% | 10% | -1% | 0% | 0% | -2% | 13% | 9% | 7%
CCCc1cnc2c(c1SCc1ccc(C(F)(F)F)cc1)c(=O)n(C)c(=O)n2C | x | x | 17% | -1% | u | 0% | x | 7% | x
Cn1cccc1Cc1nnc(SCC(=O)N2CCOCC2)n1CCc1ccccc1 | 1% | 16% | 13% | 0% | -1% | 2% | -1% | 6% | -2%
O=C(N/N=C/c1ccc([N+](=O)[O-])cc1)c1ccc2nc[nH]c2c1 | -4% | -23% | -23% | u | 22% | -30% | -39%[inhibitor] | 7% | -5%
CCCOC1CCCN(C(=O)c2cc(COc3ccc(-n4cncn4)cc3)on2)C1 (stereo not drawn) | 2% | 2% | 5% | -14% | -4% | -17% | -4% | u | 12%
Cc1ccc(C(=O)N(Cc2nnc(-c3ccccc3Cl)o2)C2CC2)o1 | -2% | -3% | -21% | -1% | -2% | -8% | x | -1% | 7%
Cc1ccccc1Nc1n[nH]c(C)c1[N+](=O)[O-] | -3% | -7% | 11% | u | -47% | -11% | 4% | 18% | 1%
CN(C)CCNC(=O)C(=O)Nc1ccc2c(c1)N(S(=O)(=O)c1cccs1)CCC2 | u | -24% | u | 6.5µM* | u | 4.5µM* | 18µM* | 19% | 12%
CC(C)NC(=O)c1ccc(COc2cccc3ccccc23)o1 | -15% | -6% | u | -17% | u | 17% | x | u | -6%
O=C(Nc1nc(-c2ccccc2)nc2ccccc12)c1ccc(F)cc1 | 24% | 2% | 31%[activator] | 8% | -3% | 1% | u | 0% | 8%
Cc1c(C(=O)NCCSCc2ccccc2)cccc1[N+](=O)[O-] | -3% | 0% | u | 0% | -7% | 2% | 4% | 6% | -4%
C=CCNC(=S)NN(c1ccccc1)c1ccccc1 | 1% | 0% | 12% | -11% | u | u | u | u | 7%
Cn1c(=O)n(Cc2ccccc2)c(=O)c2c1nc1n2CCN1Cc1ccco1 | -3% | -7% | -1% | 11% | -20% | -1% | u | 7% | -3%
CC1CCCCC12NC(=O)N(CC(=O)Nc1ccc(N3CCOCC3)cc1)C2=O (stereo not drawn) | 15% | 18% | 0% | 2% | 3% | 2% | -4% | 11% | 1%
COc1ccc(/C=C/C(=O)N2CCNC(=O)C2)c(OC)c1 | 4% | 1% | 8% | 12% | 0% | 7% | 8% | 15% | -3%
Nc1nnn(CC(=O)N/N=C/c2cccc(Cl)c2)n1 | 15% | 20% | 2% | -2% | 0% | -2% | -9%[9.22 µM] | 10% | -11%
CCCCCN(C(=O)CCC(=O)OCc1ccccc1C(F)(F)F)c1c(N)n(CCCC)c(=O)[nH]c1=O | -18% | -14% | u | -2% | 20% | 86%[activator] | u | 19% | 5%
Cc1cccc(NC(=O)c2nc[nH]c2C(=O)N(C)Cc2ccccc2)c1 | 13% | 3% | -7% | 7% | u | -2% | -5% | 28% | -4%

Looked up above:
Cc1c(C(=O)NCCSCc2ccccc2)cccc1[N+](=O)[O-] in TDP43 rescue is listed with 6%
Cc1cccc(NC(=O)c2nc[nH]c2C(=O)N(C)Cc2ccccc2)c1 in HT1080 IDH1KD tx is listed with 13%
CCCCCN(C(=O)CCC(=O)OCc1ccccc1C(F)(F)F)c1c(N)n(CCCC)c(=O)[nH]c1=O in HEK293 tox is listed with 86%[activator]
CCCc1cc(C(=O)Nc2sc(C)c(CC)c2C#N)no1 in HT1080NT lethal is listed with -4%
Cc1cccc(NC(=O)CSCC(=O)Nc2sccc2C#N)c1 in GLP-1R inv ag is listed with -24%
CC1CCCCC12NC(=O)N(CC(=O)Nc1ccc(N3CCOCC3)cc1)C2=O (stereo not drawn) in KB-V1 MDR tox is listed with 3%

The list continues:
Compound | HT1080 IDH1KD tx | HT1080NT lethal | GLP-1R inv ag | KB-3-1 cytotox | KB-V1 MDR tox | HEK293 tox | SW480 rerep | TDP43 rescue | GLP-1R agonist
Cc1c(C(=O)OCC(=O)N(CCC#N)c2ccccc2)oc2c1ccc1ccccc12 | 2% | 8% | u | -13% | -28% | -16% | 5% | 3% | 6%
O=C(Nc1ccc(Cl)cc1C(=O)Nc1ccccn1)c1ccco1 | -23% | 2% | 4% | 2% | u | -8% | -12% | 5% | -5%
O=C(O)c1cc(S(=O)(=O)Nc2ccc3oc(=O)sc3c2)ccc1O | 10% | 8% | -9% | 11% | 12% | 13% | -5% | 30% | 3%
CC(OC(=O)C1=COCCO1)C(=O)NC1CCCC(C)C1C (stereo not drawn) | -4% | 0% | 12% | -3% | 14% | 4% | x | -3% | -3%
COc1ccc(NC(=O)c2ccc(NC(=O)COC(=O)c3cnc(C)cn3)cc2)cc1 | 18% | 15% | 21% | 0% | 4% | 3% | u | -10% | 3%
COC(=O)C(NC(=O)c1c(C)nn(C)c1Cl)c1ccccc1 (stereo not drawn) | 2% | 8% | -4%[7.66 µM] | 2% | -17% | 0%[7.66 µM] | -1% | 12% | -1%
COc1ccccc1C(=O)N/C(=C/c1ccc(Br)cc1)C(=O)NCCO | -1% | 6% | 9% | 4% | -23% | 18% | -2% | -16% | 1%
COc1cc(/C=N/Nc2nc3ccccc3[nH]2)cc(OC)c1O | u | -30% | 11% | -5% | -3% | u | 15% | 12% | 29%
CCOC(=O)N/N=C/c1ccc(OCCSc2ccc(Cl)cc2)c(OCC)c1 | 11% | 2% | -14% | 1% | u | -3% | u | 22% | -2%
COCCN(Cc1ccccc1)C(=O)C1CCN(S(=O)(=O)c2ccc3c(c2)OCCO3)CC1 | 1% | -2% | 17% | -1% | 4% | 2% | -3% | 4% | 6%
CC(=O)c1ccc(NC(=S)NC(=O)CC(C)C)cc1 | 10% | 23% | 1% | 3% | 5% | -7% | 25% | 5% | 11%
Cc1ccc(C2NCCS2)cc1 (stereo not drawn) | 3% | 2% | 8% | -1% | u | -13% | 7%[1.84 µM] | x | 6%
O=C(CNC(c1ccccc1)c1ccccc1)Nc1ccccc1F | -8% | -9% | u | 0% | 3% | 13% | u | -13% | 8%
CCOc1ccc2nc(NCCCO)[nH]c2c1 | 10% | 7% | 14% | -3% | -9% | -16% | -1% | -7% | 11%
Cc1nc2ccsc2c(=O)n1-c1cccc(Cl)c1 | -11% | -14% | 7% | 8% | -4% | -6% | -19% | 11% | 0%

Structural class: those above with a Cl atom
Compound | HT1080 IDH1KD tx | HT1080NT lethal | GLP-1R inv ag | KB-3-1 cytotox | KB-V1 MDR tox | HEK293 tox | SW480 rerep | TDP43 rescue | GLP-1R agonist
Cc1ccc(C(=O)N(Cc2nnc(-c3ccccc3Cl)o2)C2CC2)o1 | -2% | -3% | -21% | -1% | -2% | -8% | x | -1% | 7%
Nc1nnn(CC(=O)N/N=C/c2cccc(Cl)c2)n1 | 15% | 20% | 2% | -2% | 0% | -2% | -9%[9.22 µM] | 10% | -11%
O=C(Nc1ccc(Cl)cc1C(=O)Nc1ccccn1)c1ccco1 | -23% | 2% | 4% | 2% | u | -8% | -12% | 5% | -5%
COC(=O)C(NC(=O)c1c(C)nn(C)c1Cl)c1ccccc1 (stereo not drawn) | 2% | 8% | -4%[7.66 µM] | 2% | -17% | 0%[7.66 µM] | -1% | 12% | -1%
CCOC(=O)N/N=C/c1ccc(OCCSc2ccc(Cl)cc2)c(OCC)c1 | 11% | 2% | -14% | 1% | u | -3% | u | 22% | -2%
Cc1nc2ccsc2c(=O)n1-c1cccc(Cl)c1 | -11% | -14% | 7% | 8% | -4% | -6% | -19% | 11% | 0%
